Assay outcomes as filed in PubChem.
LGR2 inh – inhibitors of bursicon-induced LGR2 CRE-luciferase signal, primary screen, cell-based, HEK293, CRE-luciferase reporter, bursicon stimulation. AID 720647, 2013. bursicon-stimulated, 4 h. 380,000 tested, 0.35% active. Drosophila bursicon receptor LGR2 (rickets). inhibition, % at 9.99 µM;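 active means drop in luminescence signal, shown as inhibition above about 50% in the replicate tests, limit read from the data, passing the limit was not always enough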;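 further: agonist challenge used bursicon conditioned medium at about half maximal strength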
EWS-Fli inh – EWS/Fli-driven NR0B1 reporter inhibitors, primary screen, A673 cells, NR0B1 luciferase, luminescence, MLPCN library. AID 651661, 2012. inhibition, % at 12.6 µM. viability-normalised. 350,000 tested, 0.67% active;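 active means mean inhibition of at least 50% after viability correction, with every replicate also passing that limit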;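 further: firefly luciferase signal divided by Alamar Blue viability fluorescence both relative to DMSO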
PGC1a acetyl inh – inhibitors of PGC1a acetylation signal, primary screen, cell-based, U2OS, AlphaScreen, inhibitor mode. AlphaScreen anti-acetyl-lysine; with virally co-expressed GCN5 acetyltransferase. inhibition, % at 15.6 µM. 350,000 tested, 0.17% active. AID 651687, 2012;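 active means every replicate shows inhibition of at least 40%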;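 further: 0% = neutral control wells and 100% = positive control wells; some results beyond the cut were filed as inactive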
ERAP1 HTS inh – human ERAP1 aminopeptidase inhibitors, primary screen, biochemical, single point, plate reader; inhibition, % at 10.7 µM; 340,000 tested, 0.15% active; recombinant ERAP1, Leu-AMC fluorescence, 60 min; Endoplasmic reticulum aminopeptidase 1 (Homo sapiens), Q9NZ08;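 active means mean replicate inhibition of at least 30%, or all replicates individually reaching that 30% level; inactive means mean below 30% and not every replicate reaching it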;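 further: 0% = neutral control wells and 100% = L-leucinethiol positive control wells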
Target sequence (Q9NZ08 whole entry, looked up): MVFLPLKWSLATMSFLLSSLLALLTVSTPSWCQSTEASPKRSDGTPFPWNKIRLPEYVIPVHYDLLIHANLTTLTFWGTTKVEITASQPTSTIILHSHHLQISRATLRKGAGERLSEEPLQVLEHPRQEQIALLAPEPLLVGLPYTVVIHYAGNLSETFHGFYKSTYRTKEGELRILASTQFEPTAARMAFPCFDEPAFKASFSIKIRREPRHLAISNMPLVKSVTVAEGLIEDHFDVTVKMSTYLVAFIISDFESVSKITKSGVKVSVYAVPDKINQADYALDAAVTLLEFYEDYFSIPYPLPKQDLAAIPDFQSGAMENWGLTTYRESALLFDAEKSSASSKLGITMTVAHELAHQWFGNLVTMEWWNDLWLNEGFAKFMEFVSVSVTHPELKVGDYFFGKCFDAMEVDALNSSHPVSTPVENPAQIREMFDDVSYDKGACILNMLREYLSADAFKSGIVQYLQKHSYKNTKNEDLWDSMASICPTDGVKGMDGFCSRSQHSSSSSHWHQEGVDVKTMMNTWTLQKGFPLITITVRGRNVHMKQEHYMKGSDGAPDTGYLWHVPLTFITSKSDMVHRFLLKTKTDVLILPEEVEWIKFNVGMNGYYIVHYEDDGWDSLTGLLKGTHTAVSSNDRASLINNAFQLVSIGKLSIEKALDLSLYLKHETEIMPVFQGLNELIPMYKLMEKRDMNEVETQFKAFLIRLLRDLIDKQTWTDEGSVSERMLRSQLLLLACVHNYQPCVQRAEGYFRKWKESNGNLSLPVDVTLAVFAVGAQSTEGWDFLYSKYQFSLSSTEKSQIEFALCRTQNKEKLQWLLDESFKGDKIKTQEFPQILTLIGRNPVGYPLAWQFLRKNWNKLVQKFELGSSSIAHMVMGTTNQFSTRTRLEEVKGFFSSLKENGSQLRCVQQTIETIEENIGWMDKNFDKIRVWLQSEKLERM
S100A4 MyoIIA – inhibitors of S100A4-myosin IIA peptide binding, primary screen, biochemical, fluorescence polarization, TAMRA-MyoIIA peptide; AID 652163, 2013; 360,000 tested, 0.14% active; Protein S100-A4 (Homo sapiens), P26447; inhibition, % at 10.7 µM;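 active means mean inhibition of at least 70% across replicates, with every replicate also reaching that level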
Target sequence (P26447 whole entry, looked up): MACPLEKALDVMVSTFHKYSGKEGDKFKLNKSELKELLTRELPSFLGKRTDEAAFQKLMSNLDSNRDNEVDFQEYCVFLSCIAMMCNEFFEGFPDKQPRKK
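incubation = readout 5 min after mixing, signal stable up to 60 min | system = S100A4 monomer protein | buffer or medium = HEPES pH 7.2 with CaCl2, KCl, NaCl, DTT, Triton | benchmarks = neutral control DMSO, positive control TFP | also added = fluorescent myosin IIA peptide, 5 nM | compound dosing = one concentration per compound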
PAX8 inh HTS – inhibitors of PAX8-driven TPO luciferase reporter, primary screen, RMG-I cells, single concentration | SteadyGlo, 24 h | inhibition, % at 12.6 µM | 360,000 tested, 1.2% active | AID 652154, 2013;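 active means mean replicate inhibition at least 60% with every replicate also reaching 60%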;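 further: luciferase light reporting Pax8 driven TPO promoter activity; plate controls were median of neutral control wells for no effect and mitoxantrone controls for full effect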
PglD DTNB – C. jejuni PglD acetyltransferase inhibitors, primary screen, biochemical, DTNB colorimetric, single point | UDP-N-acetylbacillosamine N-acetyltransferase PglD (Campylobacter jejuni) | purified PglD enzyme, DTNB colorimetric CoA detection | inhibition, % at 12.5 µM | 360,000 tested, 0.098% active; in the data active means inhibition above about 16%, passing the limit was not always enough; further: strong numbers were not always called active
FN deposit inh – inhibitors of fibronectin matrix deposition, primary screen, AH1F cells, Alexa488-fibronectin fluorescence, plate reader | AH1F fibroblasts, overnight | inhibition, % at 12.6 µM | 350,000 tested, 0.086% active | AID 743247, 2014;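 active means mean inhibition across replicates of 30% or more, regardless of how many single replicates reach that level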;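 further: positive control wells lacked labelled fibronectin entirely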
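Assay system: AH1F fibroblast monolayer, labelled fibronectin deposition. Amount: 10000 cells per well. Also added: labelled fibronectin 24 nM. Compound: single-point pinned compound. Incubation: cell attachment 1 h, compound and FN exposure overnight. Detection: fluorescence after three HBSS washes, excitation 485 nm, emission 525 nm. Read-out: inhibition of fibronectin deposition signal.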
* = called active by the depositor; & = joins results of further samples. This is a random part of the collection (roughly 2.1% active in at least one column).

What do the screens show for `Cc1cc2c(cc1C)-c1nnnn1C(N1CCC(Cc3ccccc3)CC1)C(=O)N2` (centres undefined)?
LGR2 inh: 18; EWS-Fli inh: 18; ERAP1 HTS inh: 1; S100A4 MyoIIA: 0; PAX8 inh HTS: 1; FN deposit inh: 5

How did CCCC#Cc1ccc2c(c1)O[C@H](CN(C)C(=O)CN(C)C)[C@@H](C)CN([C@H](C)CO)S2(=O)=O do in these assays?
LGR2 inh: 22; EWS-Fli inh: -9; PGC1a acetyl inh: -2; PAX8 inh HTS: -8; FN deposit inh: -1

Results for Cc1ccc(CNC(=O)C2CCCN(c3nc(C)cc(C)n3)C2)cc1 (centres undefined) ?
LGR2 inh: -7; EWS-Fli inh: -41; PGC1a acetyl inh: -3; ERAP1 HTS inh: 3; S100A4 MyoIIA: -2; PAX8 inh HTS: 0; FN deposit inh: -4

Results for CCCCN(C=O)c1c(CC)nc2ccc(C(=O)NCCc3ccccn3)cn12 ?
LGR2 inh: 2; EWS-Fli inh: -6; ERAP1 HTS inh: -2; S100A4 MyoIIA: -1; PAX8 inh HTS: -14; PglD DTNB: -2

Results for CCC(=O)N(C)C[C@H]1Oc2cc(C#CCOC)ccc2S(=O)(=O)N([C@H](C)CO)C[C@@H]1C ?
LGR2 inh: 15; EWS-Fli inh: -9; PGC1a acetyl inh: -10; ERAP1 HTS inh: 1; S100A4 MyoIIA: 3; PglD DTNB: 2; FN deposit inh: 0

What do the screens show for `COCCCn1c(SCC(=O)Nc2ccc(C(=O)OC)cc2)nc2ccccc2c1=O`?
PGC1a acetyl inh: -43; PAX8 inh HTS: -1; PglD DTNB: -4; FN deposit inh: -4

What do the screens show for `COc1ccc(C(C)(NC(C)=O)c2nc(-c3cccc4cccnc34)cs2)cc1` (centres undefined)?
LGR2 inh: 1; EWS-Fli inh: 0; PGC1a acetyl inh: -4; ERAP1 HTS inh: 0; S100A4 MyoIIA: 2; PAX8 inh HTS: 22; FN deposit inh: 1

What do the screens show for `CC1(C(=O)O)CCC(C(=O)NNC(=O)c2ccccc2Cl)C1(C)C` (centres undefined)?
LGR2 inh: 0; EWS-Fli inh: -3; PGC1a acetyl inh: 9; S100A4 MyoIIA: 1; PAX8 inh HTS: 40; PglD DTNB: -2; FN deposit inh: -2

Results for COC(=O)Cc1nnn2c1[C@H](C)[C@@H](OC)c1ccc(C(F)(F)F)cc1-2 ?
LGR2 inh: 0; EWS-Fli inh: -6; ERAP1 HTS inh: -1; S100A4 MyoIIA: 1; PAX8 inh HTS: 6; FN deposit inh: 11

What do the screens show for `C[C@@H]1CCCCO[C@H](CN(C)C(=O)NC2CCCCC2)[C@@H](C)CN([C@H](C)CO)C(=O)c2cc(NC(=O)Nc3ccc4c(c3)OCO4)ccc2O1`?
LGR2 inh: 2; EWS-Fli inh: -5; PGC1a acetyl inh: 0; ERAP1 HTS inh: -1; S100A4 MyoIIA: 15; PAX8 inh HTS: -25; PglD DTNB: 4; FN deposit inh: 4

Results for CCN(CC)CCNCC1C(=O)O[C@@H]2C[C@@]3(C)CCC[C@H](C)C3=C[C@H]12 (some centres undefined) ?
LGR2 inh: 31; EWS-Fli inh: 2; PGC1a acetyl inh: -41; ERAP1 HTS inh: -5; S100A4 MyoIIA: -1; PAX8 inh HTS: 43; PglD DTNB: 0; FN deposit inh: 12

Results for COC(=O)[C@]1(C)N[C@H](CN(C)C(=O)Nc2ccc(OC)cc2)[C@@H]2C(=O)N(Cc3ccccc3)C(=O)[C@@H]21 ?
LGR2 inh: 4; EWS-Fli inh: 2; PGC1a acetyl inh: -4; S100A4 MyoIIA: -2; PAX8 inh HTS: -10; PglD DTNB: -4; FN deposit inh: 3

Results for CCOc1ccc(S(=O)(=O)n2cnc3cc(C)c(C)cc32)cc1 ?
LGR2 inh: -1; EWS-Fli inh: 21; PGC1a acetyl inh: -4; ERAP1 HTS inh: 0; S100A4 MyoIIA: -1; PglD DTNB: 1

What do the screens show for `C[C@H]1CN([C@@H](C)CO)C(=O)CCCn2cc(nn2)CO[C@@H]1CN(C)S(=O)(=O)c1ccc2c(c1)OCCCO2`?
LGR2 inh: 0&-1; EWS-Fli inh: 1&2; PGC1a acetyl inh: 1&5; ERAP1 HTS inh: 2&-6; S100A4 MyoIIA: -3&4; PAX8 inh HTS: 6&-42; PglD DTNB: -3&5; FN deposit inh: -1&-9

What do the screens show for `COc1ccc(S(=O)(=O)N2CCCCC2)cc1NC(=O)CNc1ccccc1C(C)=O`?
LGR2 inh: 21; EWS-Fli inh: 11; PGC1a acetyl inh: -9; ERAP1 HTS inh: -4; S100A4 MyoIIA: 4; PAX8 inh HTS: 25; PglD DTNB: 0; FN deposit inh: 3

How did CO[C@@H]1CN(C)C(=O)c2cc(NS(=O)(=O)CC(F)(F)F)ccc2OC[C@@H](C)N(Cc2ccccn2)C[C@@H]1C do in these assays?
LGR2 inh: 4; EWS-Fli inh: 0; PGC1a acetyl inh: -6; ERAP1 HTS inh: 3; S100A4 MyoIIA: 2; PAX8 inh HTS: 2; PglD DTNB: 5; FN deposit inh: -6

What do the screens show for `Cn1cccc1/C=C1\SC(=S)N(NC(=O)c2cccc(Cl)c2)C1=O`?
LGR2 inh: 2; EWS-Fli inh: -4; ERAP1 HTS inh: 0; S100A4 MyoIIA: 17; PAX8 inh HTS: -31; FN deposit inh: 0

Results for CCC(C)NC(=O)C(Cc1ccccc1)n1cccc1 (centres undefined) ?
LGR2 inh: -6; EWS-Fli inh: -3; PGC1a acetyl inh: 16; ERAP1 HTS inh: 2; S100A4 MyoIIA: -1; PAX8 inh HTS: 10; PglD DTNB: -1; FN deposit inh: -10

What do the screens show for `CCc1cc(C(=O)Cc2ccc(F)cc2)c(O)cc1O`?
LGR2 inh: 3; EWS-Fli inh: -1; PGC1a acetyl inh: 0; ERAP1 HTS inh: 4; S100A4 MyoIIA: -3; PAX8 inh HTS: -28; PglD DTNB: 3

How did COc1ccccc1CNS(=O)(=O)CCNCc1ccco1 do in these assays?
LGR2 inh: 13; EWS-Fli inh: -5; ERAP1 HTS inh: 2; S100A4 MyoIIA: -1; PAX8 inh HTS: 1; PglD DTNB: -1; FN deposit inh: -1

What do the screens show for `NC(=O)C(c1ccccc1)c1ncc(C(F)(F)F)cc1Cl` (centres undefined)?
PGC1a acetyl inh: -7; PAX8 inh HTS: -2; PglD DTNB: -1; FN deposit inh: -1

How did COC(=O)Nc1ccccc1C(=O)N1CCN(c2ccc(C)cc2)CC1 do in these assays?
LGR2 inh: -25; EWS-Fli inh: -16; PGC1a acetyl inh: -1; ERAP1 HTS inh: -1; S100A4 MyoIIA: -4; PAX8 inh HTS: -31; FN deposit inh: 1

How did COc1ccc(C2(c3ccc(OC)cc3)NC(=O)N(CC(=O)Nc3ccc(C(N)=O)cc3)C2=O)cc1 do in these assays?
LGR2 inh: -4; EWS-Fli inh: 11; PGC1a acetyl inh: -1; ERAP1 HTS inh: -2; S100A4 MyoIIA: 0; PAX8 inh HTS: -12; PglD DTNB: -1; FN deposit inh: -1

Results for CN(C)CC(=O)NC[C@H]1N[C@@H](CO)[C@H]1c1ccc(-c2cccc(C#N)c2)cc1 ?
LGR2 inh: 11; EWS-Fli inh: 8; PGC1a acetyl inh: -11; ERAP1 HTS inh: -3; S100A4 MyoIIA: 12; PAX8 inh HTS: -17; PglD DTNB: 1; FN deposit inh: -7

How did Cc1cc(NC(=O)CN2C(=O)NC(CCc3ccccc3)C2=O)no1 (centres undefined) do in these assays?
LGR2 inh: -17; EWS-Fli inh: 5; PGC1a acetyl inh: -10; ERAP1 HTS inh: -5; S100A4 MyoIIA: 3; PAX8 inh HTS: 12

What do the screens show for `NC(=O)c1cc([N+](=O)[O-])ccc1NCc1ccc(O)cc1`?
LGR2 inh: -18; EWS-Fli inh: -15; ERAP1 HTS inh: -2; S100A4 MyoIIA: -5; PAX8 inh HTS: 3; PglD DTNB: -2; FN deposit inh: 11

Results for CC(=O)c1ccc(N2Cc3ccccc3C3(CCOCC3)C2=N)cc1 ?
LGR2 inh: -1; EWS-Fli inh: -18; PGC1a acetyl inh: 14; ERAP1 HTS inh: -2; S100A4 MyoIIA: 0; PAX8 inh HTS: -31; FN deposit inh: 6

What do the screens show for `C[C@@H]1CN([C@H](C)CO)C(=O)c2cccc(N(C)C)c2O[C@H]1CN(C)Cc1ccc2c(c1)OCO2`?
LGR2 inh: 5; EWS-Fli inh: 3; PGC1a acetyl inh: -23; ERAP1 HTS inh: 0; S100A4 MyoIIA: 12; PAX8 inh HTS: -18; PglD DTNB: 1; FN deposit inh: 3

How did CCc1cc2cc3c(cc2nc1SCC(=O)Nc1c[nH]c(=O)[nH]c1=O)OCO3 do in these assays?
LGR2 inh: -5; EWS-Fli inh: -6; ERAP1 HTS inh: 1; S100A4 MyoIIA: 0; PAX8 inh HTS: -10; PglD DTNB: -6; FN deposit inh: 3

How did CCNC(=O)C(CCSC)NS(=O)(=O)c1ccc(C)cc1 (centres undefined) do in these assays?
LGR2 inh: 4; EWS-Fli inh: -4; PGC1a acetyl inh: -2; ERAP1 HTS inh: 0; S100A4 MyoIIA: 3; PAX8 inh HTS: -18; PglD DTNB: 4; FN deposit inh: -2

Results for CCc1nc2c(OCC(=O)C(C)(C)C)cccn2c1N(C)C(=O)c1ccccc1F ?
LGR2 inh: 17; EWS-Fli inh: -3; PGC1a acetyl inh: 7; ERAP1 HTS inh: 1; S100A4 MyoIIA: -1; PAX8 inh HTS: -4; PglD DTNB: -4; FN deposit inh: 1

How did O=c1oc2ccccc2n1Cc1cccc(F)c1 do in these assays?
LGR2 inh: -4; EWS-Fli inh: -1; PGC1a acetyl inh: 3; ERAP1 HTS inh: -1; S100A4 MyoIIA: -8; PAX8 inh HTS: -7; PglD DTNB: -1; FN deposit inh: 12

Results for O=C(C[C@@H]1C=C[C@H](NC(=O)Nc2ccc3c(c2)OCO3)[C@@H](CO)O1)NCc1ccc(Cl)cc1 ?
LGR2 inh: 11; EWS-Fli inh: -2; PGC1a acetyl inh: 0; ERAP1 HTS inh: 7; S100A4 MyoIIA: -12; PAX8 inh HTS: -7; PglD DTNB: 2

How did O=S(=O)(c1ccsc1)N1CC=C(c2ccccc2)CC1 do in these assays?
LGR2 inh: -18; ERAP1 HTS inh: -7; S100A4 MyoIIA: 0; PAX8 inh HTS: 4; PglD DTNB: 3

What do the screens show for `Cc1cc(NS(=O)(=O)c2ccc(C(C)C)cc2)no1`?
LGR2 inh: 7; EWS-Fli inh: 6; PGC1a acetyl inh: 2; ERAP1 HTS inh: -1; S100A4 MyoIIA: -2; PAX8 inh HTS: -11; PglD DTNB: 0; FN deposit inh: 1

What do the screens show for `CC(C)C(=O)NNC(=O)c1csc(CS(=O)(=O)c2ccc(Cl)cc2)n1`?
EWS-Fli inh: -5; PGC1a acetyl inh: -2; ERAP1 HTS inh: -3; S100A4 MyoIIA: -9; PAX8 inh HTS: -2; FN deposit inh: -4
